High-throughput results as filed in PubChem.
KDM5B inh – Primary screen for KDM5B Histone Demethylases FDH-coupled qHTS; Lysine-specific demethylase 5B (Homo sapiens), Q9UGL1; KDM5B demethylase, FDH-coupled NADH fluorescence (FDH is formaldehyde dehydrogenase); Potency, µM (series often up to 57.7 µM), for the others: at the top dose activity change, negative = inhibition, usual class: inhibitors; 220,000 compounds, 2.6% hits; AID 1347165, 2019; active = well fitted inhibition curve with a large enough effect; inconclusive = small, poorly fitted or top-dose-only effect; inactive = no such curve, though single readings can be large or run the other way; also: 0% is about no effect; nearly all actives have a fitted effect of over 70% in size
Target sequence (Q9UGL1 whole entry, looked up): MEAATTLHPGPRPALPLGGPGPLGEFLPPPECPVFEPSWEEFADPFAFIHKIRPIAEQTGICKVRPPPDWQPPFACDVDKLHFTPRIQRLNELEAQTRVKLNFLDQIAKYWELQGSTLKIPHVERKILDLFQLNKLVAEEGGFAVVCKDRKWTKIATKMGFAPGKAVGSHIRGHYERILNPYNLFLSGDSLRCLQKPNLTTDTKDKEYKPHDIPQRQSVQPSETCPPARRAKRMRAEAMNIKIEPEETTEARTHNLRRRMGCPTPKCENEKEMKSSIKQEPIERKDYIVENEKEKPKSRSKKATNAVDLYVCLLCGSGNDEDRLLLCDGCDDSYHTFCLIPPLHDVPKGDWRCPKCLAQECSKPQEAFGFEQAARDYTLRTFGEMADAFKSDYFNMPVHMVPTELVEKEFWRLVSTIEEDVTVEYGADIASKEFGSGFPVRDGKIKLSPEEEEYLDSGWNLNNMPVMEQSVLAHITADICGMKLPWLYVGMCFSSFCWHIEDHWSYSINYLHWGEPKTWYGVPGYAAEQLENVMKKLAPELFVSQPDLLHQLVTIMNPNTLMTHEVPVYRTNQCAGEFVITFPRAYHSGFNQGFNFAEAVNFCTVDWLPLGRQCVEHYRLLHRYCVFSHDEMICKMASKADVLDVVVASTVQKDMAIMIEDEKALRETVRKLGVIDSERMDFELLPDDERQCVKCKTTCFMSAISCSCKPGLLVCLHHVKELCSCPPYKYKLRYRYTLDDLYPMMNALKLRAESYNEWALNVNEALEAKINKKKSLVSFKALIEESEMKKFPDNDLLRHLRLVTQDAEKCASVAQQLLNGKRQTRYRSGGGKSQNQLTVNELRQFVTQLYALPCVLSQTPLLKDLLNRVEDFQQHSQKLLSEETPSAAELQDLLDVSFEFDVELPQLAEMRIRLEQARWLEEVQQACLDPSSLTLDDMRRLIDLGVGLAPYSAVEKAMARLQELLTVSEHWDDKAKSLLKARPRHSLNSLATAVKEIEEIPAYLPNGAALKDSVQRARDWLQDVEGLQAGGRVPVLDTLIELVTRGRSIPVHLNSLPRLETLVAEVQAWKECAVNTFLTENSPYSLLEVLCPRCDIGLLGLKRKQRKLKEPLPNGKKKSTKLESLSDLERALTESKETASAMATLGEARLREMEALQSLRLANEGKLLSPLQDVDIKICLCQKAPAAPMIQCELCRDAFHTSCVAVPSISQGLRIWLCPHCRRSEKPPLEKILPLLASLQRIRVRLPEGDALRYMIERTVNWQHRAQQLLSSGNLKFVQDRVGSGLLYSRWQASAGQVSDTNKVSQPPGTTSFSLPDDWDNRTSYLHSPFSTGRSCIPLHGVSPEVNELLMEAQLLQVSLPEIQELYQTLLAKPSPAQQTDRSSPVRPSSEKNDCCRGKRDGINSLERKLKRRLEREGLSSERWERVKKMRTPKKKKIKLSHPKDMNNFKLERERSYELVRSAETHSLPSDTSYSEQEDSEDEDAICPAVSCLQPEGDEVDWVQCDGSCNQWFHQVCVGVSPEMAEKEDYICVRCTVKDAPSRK
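Here, H3K4me3 peptide (12.5 µM in substrate mix) is demethylated by KDM5BΔAP, 200 nM final, after 10 min compound exposure. Formaldehyde product is coupled through FDH (0.25 U/mL in mix) to NADH fluorescence; 30-min ΔRFU feeds dose-response curves.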
Starred values were filed as active, the others as inactive; ? = inconclusive; & = joins results of further samples; [ ] = remark or other dose. Potency is read from the fitted curve at half-maximal effect. This is a subset (hit frequency here may not be typical).

KDM5B inh,Structure
1%,CN(C)c1ccc(CN2CCCC3(CC(Cc4ccccc4)=NO3)C2)cc1 (stereo unspecified)
8%,CCOC(=O)c1c(NC(=O)CC)sc2c1CCCC2=O
-15%[86.2 µM],CC(C)NC(=O)C(C)[C@@H]1CC[C@@]2(C)CC[C@H](NC(=O)CC(C)(C)C)[C@@H](C)[C@@H]2[C@H]1O (stereo partly specified)
?,Oc1cccc(-c2cc3c(cn2)NCCN(Cc2ccccc2)C3)c1
-2%,CC(=O)N1CCC(N2C[C@H](NC(=O)c3ccoc3C)[C@@H](C3CC3)C2)CC1
-5%,Cn1c(=O)c2c(nc(Sc3ccccc3N)n2C)n(C)c1=O
-34%,Cc1cc(C)cc(Nc2ncnc3sc4c(c23)CCCC4)c1
-27%,Cc1cccc(NC(=O)C2CCN(S(=O)(=O)c3cccc4nsnc34)CC2)c1
7%,COc1ccc2cc(C(=O)N3CCC(C(N)=O)CC3)[nH]c2c1
-25%,CCN(CC)C(=O)C1=C(C)Nc2nc3ccccc3n2C1c1ccc(Br)cc1 (stereo unspecified)
?,Cc1cc(C)cc(C(=O)Nc2c(C(=O)Nc3ccccc3F)oc3ccccc23)c1
20%,Cc1cc2nc3n(c(=O)c2n1CC(=O)Nc1ccc(F)cc1)CCC3
11%&11%,Cn1c(SCC(=O)Nc2ccc(Cl)cc2)nc(O)cc1=O
3%,CCN(CC)S(=O)(=O)c1ccc(N2CCOCC2)c(NC(=O)c2[nH]c(C)c(C(C)=O)c2C)c1
-6%,O=C(Nc1ccc(-c2nc3ccccc3o2)cc1)c1cccc([N+](=O)[O-])c1
1%,O=C(OCc1cc(=O)n2nc(-c3cccs3)sc2n1)c1cccc(Cl)c1
-23%,Cc1ccc(Sc2c(C)nn(C(=O)c3ccc(Br)cc3)c2C)cc1
?,O=C(O)C[C@@H]1CCN(C(=O)Cc2ccccc2)C[C@@H]1CCN(CCN1CCOCC1)c1ccccc1
?,Cc1cccc(NC(=O)c2ncoc2-c2ccco2)c1C
-14%,N#Cc1c(-c2ccccc2)cc(-c2cccs2)nc1SCS(=O)Cc1ccccc1 (stereo unspecified)
25%[86.2 µM],COc1ccc(CN2C[C@H]3CN(S(=O)(=O)c4ccc(C)cc4)CCN3C2=O)cc1
-20%,Cc1cc(C)c(NC(=O)CSc2ccc(-c3ccccn3)nn2)c(C)c1
6%,CCCc1cc(=O)oc2cc(OCC(=O)c3ccc(OC)cc3)ccc12
-8%[86.2 µM],O=C(NCCOc1ccccc1)C1CN(Cc2ccccc2)C(=O)N1 (stereo unspecified)
4%,CCOc1cc(=O)n2c(c1C(=O)Nc1cc(OC)cc(OC)c1)CCCC2
-17%,COc1ccc(CN2CCCC(c3nn(-c4ccc(Cl)cc4)c(=O)[nH]3)C2)cc1 (stereo unspecified)
17%,COc1ccc(NC(=O)C(=O)c2c[nH]c3ccccc23)cc1
-2%,O=C(NCC1(c2ccccc2)CCCC1)C(=O)Nc1cccc(C(F)(F)F)c1
-14%,CCCC(NC(=O)C1CCC1)C12CC3CC(CC(C3)C1)C2 (stereo unspecified)
14%,Cc1ccc(S(=O)(=O)NC2CCN(C(=O)Cc3cccc(F)c3)CC2)cc1
-23%[86.2 µM],CCCCc1cc(C[C@H]2CNCC[C@H]2CC(=O)NCc2ccc(F)cc2)no1
-16%,COCCNCc1nc2c(n1Cc1ccccc1)C(=O)N(Cc1ccccc1C#N)CCN2
?,Nc1nccnc1C(=O)NCCC(c1ccccc1)c1ccccc1
16%[149 µM],Cc1cccc(CN2CCCCC23Cc2ccccc2CNC3=O)n1 (stereo unspecified)
11%,COc1ccc2c(c1)-c1nc(NC(=O)c3ccc(Cl)cc3)sc1CC2
5%,COc1cc(NC(=O)C2CN(S(=O)(=O)C3CC3)CC23CCCCC3)cc(OC)c1 (stereo unspecified)
?,Cc1ccc(C(=O)c2oc3cc(NC(=O)c4ccco4)ccc3c2C)cc1
-15%,CCn1cc(CN(C)C(=O)c2oc3c(C)c(C)ccc3c2C)cn1
94%[activator],Cc1cccc(CN2CCCC(O)(CNCc3cccc(F)c3)C2=O)c1 (stereo unspecified)
35µM*,CC1(C(=O)NC2CCC2)CN(Cc2ccccc2)Cc2ccc(N3CCOCC3)nc21 (stereo unspecified)
-2%,COc1ccc(NC(=O)CN(C)C(=O)COc2ccccc2Cc2ccccc2)cc1
17%,Cc1nocc1C(=O)N1C[C@@H](COc2ccccc2)[C@H](C(N)=O)C1
?,O=C(Nc1cccc(Br)c1)C1CC(=O)N(c2n[nH]c3cccc(F)c23)C1 (stereo unspecified)
-4%,CC(=O)c1cccc(Nc2nn(-c3ccc(OC(F)(F)F)cc3)nc2C(C)=O)c1
-10%,COc1cccc(CNC(=O)[C@@]23CCCC[C@H]2N(CCC(C)C)C(=O)CC3)c1OC
6%[86.2 µM],C[C@H](O)c1onc(-c2ccc(F)cc2)c1C(=O)NC(C)(C)C
8%,O=C(Nc1ccc(S(=O)(=O)N2CCCC2)cc1)c1cc(-c2cccc(F)c2)no1
13%[115 µM],CCc1cccc(-n2nnnc2N2CCN(C(=O)Nc3ccc(C)c(F)c3)C(C)C2)c1 (stereo unspecified)
23%[86.2 µM],COCC(=O)Nc1ccc([C@@H](O)[C@H]2COCC(=O)N2Cc2ccccc2F)cc1
5%,N#Cc1ccc(C(=O)NCc2coc(-c3cccs3)n2)cc1
19%,O=C(O)c1nnn(-c2cccc(Br)c2)c1C(F)(F)F
12%,O=C(CCc1ccc(O)cc1)N1CCC2(CCNCC2)CC1
-11%,Cc1nn(C)c(C)c1CCC(=O)Nc1nc(-c2ccc(F)c(F)c2)c(C)s1
-28%,Cc1noc(-c2ccco2)c1C(=O)NCCOc1ccccc1
2%[149 µM],CCC(=O)N1Cc2ccccc2CC2(CCN(CC3CCNCC3)C2)C1 (stereo unspecified)
8.9µM*,CCn1c(=O)c2ccnn2c2ccc(C(=O)Nc3ccc(C)c(F)c3)cc21
-14%,Cc1ccc(Cn2cc(CCC(=O)NCc3ccccc3F)c3ccccc32)cc1
?,Cc1cc(C)cc(NS(=O)(=O)c2ccc(N3CCCCS3(=O)=O)cc2)c1
-10%,Cc1ccc(Cn2c(=O)c(-c3noc(C)n3)c3n(c2=O)CCCC3)cc1
6%[86.2 µM],CC(=O)c1ccc(NC(=O)O[C@@H]2CO[C@H]3[C@@H]2OC[C@@H]3NC(=O)c2ccco2)cc1

Shown in markdown: part of the list above.
| canonical_smiles | KDM5B inh |
| --- | --- |
| COCC(=O)Nc1ccc([C@@H](O)[C@H]2COCC(=O)N2Cc2ccccc2F)cc1 | 23%[86.2 µM] |
| Nc1nccnc1C(=O)NCCC(c1ccccc1)c1ccccc1 | ? |
| COc1cc(NC(=O)C2CN(S(=O)(=O)C3CC3)CC23CCCCC3)cc(OC)c1 (stereo unspecified) | 5% |
| Cc1noc(-c2ccco2)c1C(=O)NCCOc1ccccc1 | -28% |
| COc1ccc(NC(=O)CN(C)C(=O)COc2ccccc2Cc2ccccc2)cc1 | -2% |
| Cc1nocc1C(=O)N1C[C@@H](COc2ccccc2)[C@H](C(N)=O)C1 | 17% |

Other structures follow.
KDM5B inh,Structure
6%,N#Cc1ccc(CS(=O)(=O)Cc2ccc(Cl)cc2Cl)cc1
?,CCOC(=O)c1sc(NC(=O)CC[C@H]2NC(=O)c3ccccc3NC2=O)nc1C
?,O=C(Cc1c[nH]c2ccccc12)NCc1cccnc1N1CCOCC1
-46%,C=CCOc1ccc(C2=NOC(C(=O)Nc3ccc4c(c3)OCCO4)C2)cc1OC (stereo unspecified)
32µM*,CCn1cc2c3c(cccc31)CN(C(=O)c1ccc(OC)c(F)c1)CC2
-79%,O=C(NCCC1=CCCCC1)c1ccc2c(c1)sc1nc(-c3ccc(F)cc3)cn12
-3%,COc1ccc(C(=O)NCC(C)OC23CC4CC(CC(C4)C2)C3)cc1 (stereo unspecified)
14%,COc1ccc(CC(=O)NC2CCN(c3ccccc3)C2=O)c(Cl)c1 (stereo unspecified)
-14%[149 µM],CC(=O)NC1CC2(CCN(C(C)=O)CC2)Oc2ccccc21 (stereo unspecified)
16%,CCOc1c(Cl)cc(/C=C/C(=O)c2ccc(OC(F)F)cc2)cc1OC
?,COc1ccc(CCNC(=O)CCc2c(C)nc3c(c(C)nn3-c3ccc(C)c(C)c3)c2C)cc1OC
-1%,CCOc1cccc(-c2noc(-c3ncn4c3COC(c3ccc(OC)cc3)C4)n2)c1 (stereo unspecified)
7%,C=CCN(Cc1nc(-c2cccc(Cl)c2)oc1C)C1CCS(=O)(=O)C1 (stereo unspecified)
?,Cc1cc(C(=O)N2CCNCC(O)C2)c(-c2ccccc2)o1 (stereo unspecified)
15%,Cc1cc(C)cc(Nc2nc(C)c(C(=O)N(C)C)s2)c1
5%[86.2 µM],COC(=O)[C@@H]1Cc2c([nH]c3ccccc23)[C@H]2C[C@@H](NC3CC3)C[C@@H](c3ccc(F)cc3)N21
-1%,Cc1ccc(-n2nnnc2SC(C(=O)N2CCCCC2)c2ccccc2)c(C)c1 (stereo unspecified)
-14%,Cc1cccc(Cn2c(=O)n(CCc3ccccc3)c(=O)c3sc4ccccc4c32)c1
3%,O=C(CN1C(=O)CC2(CCCCC2)C1=O)c1c[nH]c2ccccc12
-1%,Cn1c(CCNC(=O)c2ccccc2F)nnc1SCC(=O)N1CCOCC1
2%,CCc1ccccc1Nc1nn2c(=O)c3ccc(C(=O)NC(C)C)cc3nc2s1
-1%[115 µM],CC(=O)N1Cc2ccccc2CC2(CCCN(CC3CCOCC3)C2)C1 (stereo unspecified)
-3%,Cc1cnc(NC(=O)Cc2cnc(-c3ccccc3F)s2)s1
-19%,O=C(CSc1nc2cc(C34CC5CC(CC(C5)C3)C4)ccc2o1)c1ccccc1
-14%,CC(=O)Nc1ccc(C(=O)NNC(=O)CCCCC(=O)NNC(=O)c2ccc(NC(C)=O)cc2)cc1
22%,COC(=O)C(C)Oc1ccc2c(=O)c(-c3ccc4c(c3)OCCO4)coc2c1 (stereo unspecified)
16%,COCc1nc(CCNC(=O)Cc2ccccc2)no1
-8%[86.2 µM],O=C(Nc1ccccc1)c1ccc2c(c1)OCCN(CCC(F)(F)F)C2
-22%,Cc1cc(C(F)(F)F)nn1CC(=O)N1CCc2n[nH]c(=O)n2CC1
0%,COc1ccc(-c2c(C)oc3cc(OCCN4CCCCC4)ccc3c2=O)cc1

Molecules shown so far that have a cyano group:
KDM5B inh,Structure
-14%,N#Cc1c(-c2ccccc2)cc(-c2cccs2)nc1SCS(=O)Cc1ccccc1 (stereo unspecified)
-16%,COCCNCc1nc2c(n1Cc1ccccc1)C(=O)N(Cc1ccccc1C#N)CCN2
5%,N#Cc1ccc(C(=O)NCc2coc(-c3cccs3)n2)cc1
6%,N#Cc1ccc(CS(=O)(=O)Cc2ccc(Cl)cc2Cl)cc1

(further entries)
KDM5B inh,Structure
0%,CN(C)[C@@H]1[C@@H](NS(=O)(=O)c2cccc3c2OCCO3)[C@H]2CCO[C@H]21
28%,CCC(C)N1CC(=O)N2C(c3ccc(OC)cc3OC)c3[nH]c4ccccc4c3C[C@H]2C1=O (stereo partly specified)
5%,Cc1cc(NC(=O)C(C)OC(=O)/C(=C/c2cccs2)c2cccs2)on1 (stereo unspecified)
-25%,CCN(c1cccc(C)c1)C(CNS(=O)(=O)c1ccccc1)c1ccccc1 (stereo unspecified)
17%,CSCc1ccc(C(=O)Nc2cccc(F)c2)o1
14%,CCC1CCc2sc(C(=O)N3CCN(c4ncccn4)CC3)cc2C1 (stereo unspecified)
?,O=C1Cc2c(-c3cccc(CO)c3)n[nH]c2CN1CC1CC1
0%,CCOC(=O)C1CCCN(C(=O)CSc2nnc(-c3ccc(C)cc3)n2N)C1 (stereo unspecified)
13%,Cc1scc(C(=O)NNC(=S)NC(C)C)c1C
1%,NC(=O)C1CCCN1S(=O)(=O)c1ccc(Br)s1 (stereo unspecified)
-13%&7%[115 µM],Cc1noc(C)c1CNCC1(CO)C[C@@H](O)[C@@H](O)C1 (stereo partly specified)
-1%,O=C(/C=C/c1ccccc1)Oc1ccc(Br)cc1
-32%[86.2 µM],Cc1cc(CNC(=O)[C@@H]2CCC[C@@H](NCc3nccs3)CN(C)C(=O)C2)no1
?,CCC(=O)Oc1ccc2c(C)c(Cc3ccccc3)c(=O)oc2c1
-8%,O=C(NCc1ccccc1)C1CCC(=O)N1C1CCN(C(=O)c2ccc3c(c2)OCO3)CC1 (stereo unspecified)
-10%,Cc1nn(C)c(C)c1C(=O)N1CCCC(c2ccc(C(=O)O)cc2)C1 (stereo unspecified)
-4%,CCN1C(=O)C(NC(=O)C(=O)NCc2ccco2)c2ccccc21 (stereo unspecified)
14%,CCOc1cc(=O)n2c(c1C(=O)NC1CCCCCC1)CCCC2
28µM*,CCCOc1nccnc1NC1CCN(C(=O)NCC)CC1
?,O=C1CC(c2ccc(F)c(F)c2)c2ncn(-c3ccccc3)c2N1 (stereo unspecified)
4%,COc1ccc(OCC(=O)Nc2cc(-c3ccccc3F)nn2-c2ccccc2)cc1
-3%,COc1ccc(-c2nc(CS(=O)(=O)CC(=O)NCc3ccc(OC(C)C)cc3)c(C)o2)cc1
-12%,Cc1nc(C)c(C(=O)N2CCC3(CC2)CC(N(C(=O)NC(C)C)C2CC2)CCO3)s1 (stereo unspecified)
14%,CCSc1nc(N2CCCCC2)c2c3c(sc2n1)COC(C)(CC)C3 (stereo unspecified)
